BCLXL inh: inhibitors of human Bcl-xL, primary screen, biochemical, fluorescence polarization, HTS | AID 2129, 2009 | GST-Bcl-xL / FITC-Bim BH3 peptide fluorescence polarization | actives 0.7% (n = 320,000) | inhibition, % at 10.9 µM | Bcl-2-like protein 1 (Homo sapiens), Q07817;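 active = inhibition above the mean of all tested compounds plus 3 SD, cutoff set per campaign, cut at about 30% in these data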;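 note: 0% = DMSO wells and 100% = unlabeled Bim-BH3 peptide competitor; inhibitors lower millipolarization by displacing the labeled peptide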
VLA-4 inh: inhibition in human VLA-4 binding assay, primary screen, VLA-4 allosteric modulator project, MLPCN library, flow cytometry, VLA-4 expressing cells. Integrin alpha-4 (Homo sapiens), P13612. ligand binding flow cytometry. inhibition, % (about 7 µM as worked out from the volumes in the protocol). actives 0.2% (n = 330,000). AID 2557, 2010; in the data active = inhibition above about 50%
Target sequence (P13612 whole entry, looked up): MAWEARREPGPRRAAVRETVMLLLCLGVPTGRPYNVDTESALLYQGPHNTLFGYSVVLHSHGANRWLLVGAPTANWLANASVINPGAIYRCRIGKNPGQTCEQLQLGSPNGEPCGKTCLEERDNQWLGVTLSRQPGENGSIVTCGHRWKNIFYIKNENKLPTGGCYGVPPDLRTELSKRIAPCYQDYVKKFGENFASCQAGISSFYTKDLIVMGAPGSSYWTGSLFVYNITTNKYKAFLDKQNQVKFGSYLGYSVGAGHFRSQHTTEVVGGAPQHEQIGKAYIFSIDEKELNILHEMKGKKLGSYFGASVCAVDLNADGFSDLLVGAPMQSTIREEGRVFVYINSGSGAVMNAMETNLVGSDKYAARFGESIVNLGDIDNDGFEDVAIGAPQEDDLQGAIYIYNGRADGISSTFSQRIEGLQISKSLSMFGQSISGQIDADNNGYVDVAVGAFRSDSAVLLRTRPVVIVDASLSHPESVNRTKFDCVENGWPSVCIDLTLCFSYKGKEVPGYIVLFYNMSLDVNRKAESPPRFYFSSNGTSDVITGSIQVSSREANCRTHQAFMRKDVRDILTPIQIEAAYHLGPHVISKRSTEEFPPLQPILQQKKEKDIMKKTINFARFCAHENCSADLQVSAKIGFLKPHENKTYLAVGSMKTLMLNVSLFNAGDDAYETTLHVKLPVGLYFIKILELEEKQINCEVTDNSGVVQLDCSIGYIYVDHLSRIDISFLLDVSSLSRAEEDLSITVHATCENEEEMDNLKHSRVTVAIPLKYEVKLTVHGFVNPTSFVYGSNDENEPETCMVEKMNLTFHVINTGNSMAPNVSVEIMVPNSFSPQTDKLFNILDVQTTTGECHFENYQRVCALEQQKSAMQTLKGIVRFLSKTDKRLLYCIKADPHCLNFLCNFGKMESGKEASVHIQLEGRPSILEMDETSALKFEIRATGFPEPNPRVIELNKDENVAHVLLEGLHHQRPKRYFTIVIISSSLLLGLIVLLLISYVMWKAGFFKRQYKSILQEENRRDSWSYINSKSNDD
MCL1 BIM primary: inhibitors of MCL1 binding to BIM-BH3, primary screen, biochemical, fluorescence polarization. Induced myeloid leukemia cell differentiation protein Mcl-1 (Homo sapiens), Q07820. actives 0.68% (n = 320,000). AID 2057, 2009. inhibition, % at 10.9 µM. GST-MCL1 / FITC-Bim-BH3 fluorescence polarization;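 active = inhibition above the mean inhibition of all tested compounds plus 3 SD, set per campaign, cut at about 40% in these data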;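 note: 0% = DMSO wells and 100% = unlabeled Bim-BH3 peptide control; higher means more loss of mP so more displacement of Bim peptide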
GLD-1 RNA inh: GLD-1/TGE RNA complex disruptors, primary screen, biochemical, fluorescence polarization | purified GLD-1 + fluorescein TGE RNA | inhibition, % at 5.96 µM | actives 0.44% (n = 320,000);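 active = percent inhibition above a per-plate cutoff, the plate mean of test compounds plus 3 SD, cut at about 30% in these data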;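 note: 0% = DMSO wells with GLD-1 and probe and 100% = wells lacking GLD-1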
MEX-5 binding: MEX-5 zinc finger RNA-binding disruptors – biochemical, C. elegans, fluorescence polarization, MLPCN library, primary screen; activity score (negative = inhibition of binding), % at 10 µM; Zinc finger protein mex-5 (Caenorhabditis elegans), Q9XUB2; MEX-5/FITC-TCR2 RNA binding; hits give low values; actives 0.38% (n = 300,000);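 active = inhibition past about -25% in most replicates, and total fluorescence under double the plate's negative control median, limit read from the data; inconclusive = replicates evenly split on the limit, or fluorescence at least double controls; inactive = too little inhibition in most replicates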;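 note: 0% = DMSO and -100% = 5 µM competing unlabeled TCR2 RNA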
AGP1-GFP MLPCN: modulators of AGP1-GFP expression in yeast TOR pathway, primary screen, cell-based, multiplex flow cytometry, S. cerevisiae, MLPCN library; AID 2066, 2009; actives 0.02% (n = 320,000); GFP response vs DMSO, % at 10 µM; 3 h; GFP as percent of DMSO wells;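 active = GFP response relative to DMSO above a set limit, near screen average plus 3 SD, cut at about 150% in these data; inconclusive = fewer than 70 cells counted for the yeast strain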;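 note: median GFP channel fluorescence of the gated AGP1 strain per well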
CIT2 TOR yeast: modulators of CIT2-GFP expression in yeast, primary screen, S. cerevisiae, GFP fusion, multiplex flow cytometry, MLPCN library | S. cerevisiae CIT2-GFP strain, 3 h; 100 means same as DMSO wells | AID 2029, 2009 | actives 0.065% (n = 320,000) | GFP response vs DMSO, % at 10 µM;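 active = GFP response relative to DMSO above a set limit, near the screen mean plus 3 SD, cut at about 150% in these data; inconclusive = Fewer than 70 cells measured for a yeast strain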;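 note: ratio of well median GFP fluorescence to mean of DMSO wells on the plate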
GRK2 aptamer HTS: compounds blocking aptamer binding on GRK2 – biochemical, human GRK2, bead flow cytometry, HTS, primary screen | Beta-adrenergic receptor kinase 1 (Homo sapiens), P25098 | FAM-aptamer displacement from GRK2 | inhibition of aptamer binding, % at 10 µM | actives 0.59% (n = 330,000) | AID 488847, 2010;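 active = inhibition of aptamer binding above 40%, roughly 3 SD of noise, on plates passing a quality check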;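 note: median bead fluorescence of bound FAM aptamer so fluorescent compounds give negative values; no value below 0 was filed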
Fam108B counter: mouse Fam108B serine hydrolase inhibitors, primary screen, counter-screen for RBBP9 inhibitor project, biochemical, fluorescence polarization. inhibition, % at 9.51 µM. actives 0.33% (n = 300,000). recombinant Fam108B, FP-Rh probe fluorescence polarization;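 active = inhibition above the screen mean inhibition plus 3 SD, computed separately per campaign, cut at about 18% in these data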;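 note: inhibitors lower polarization as less probe binds the enzyme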
Active calls of the source: *; ? = inconclusive; / = no result given; [ ] = remark or other dose.

| Compound | BCLXL inh | VLA-4 inh | MCL1 BIM primary | GLD-1 RNA inh | MEX-5 binding | AGP1-GFP MLPCN | CIT2 TOR yeast | GRK2 aptamer HTS | Fam108B counter |
| --- | --- | --- | --- | --- | --- | --- | --- | --- | --- |
| O=c1onc(-c2c(F)cccc2F)n1-c1ccccc1Cl | 3 | 7 | 2 | 1 | 0.2 | 96 | 100 | 1 | -11 |
| CC(OC(=O)CN1C(=O)C2CC=CCC2C1=O)C(=O)Nc1ccc(F)cc1Cl (centres undefined) | 4 | -3 | -4 | 1 | 1.4 | 103 | 99 | 0 | -4 |
| O=C(CCNC(=O)c1ccccc1)NCc1ccccc1F | 2 | 1 | -2 | 8 | / | 98 | 93 | 0 | / |
| CC(C)(C)C1CCC2(CC1)NC(CO)(CO)CO2 (centres undefined) | 0 | 5 | 4 | -2 | -0.2 | 103 | 100 | 1 | -6 |
| Cn1c(COc2ccc3ccccc3c2)nnc1SCC(=O)OC1CCCCC1 | 0 | -15 | -9 | 8 | 0.7 | / | 87 | 0 | 4 |
| CCCCOc1ccc(C(=O)C(CN2CCOCC2)c2ccccc2)cc1 (centres undefined) | 2 | 14 | 2 | -4 | -1.9 | 101 | 99 | 0 | 0 |
| COc1ccccc1C(=O)Nc1c[nH]c(=O)[nH]c1=O | / | -1 | / | / | 1.7 | 105 | 107 | 1 | / |
| Cc1ccc(NC(=O)CN(c2ccccc2)S(=O)(=O)N(C)C)cc1C | 6 | 6 | 9 | -2 | 0.2 | 104 | 96 | 0 | 4 |
| CC(CCc1ccccc1)NC(=O)C1CC1 (centres undefined) | 6 | 14 | 1 | 4 | -0.5 | 105 | 104 | 0 | 0 |
| CC(C)(C)OC(=O)NCc1ccc(CNC(=O)c2[nH]cnc2C(=O)NC2CCN(C(=O)OC(C)(C)C)CC2)cc1 | -1 | -15 | 5 | -1 | / | 105 | 107 | 1 | / |
| O=C(CN(c1ccccc1)S(=O)(=O)c1ccc(F)cc1)N1CCCCCC1 | 10 | 6 | 8 | 3 | -1.7 | 103 | 105 | 0 | 3 |
| CCOc1ccc(CCNC(=O)c2nnn(CC(=O)Nc3ccc(OC)cc3)c2N)cc1OCC | 0 | 3 | -7 | 1 | / | 96 | 95 | 0 | -3 |
| CCCN1CCC(N(CCc2ccccc2)Cc2ccccc2)CC1 | 0 | -5 | 0 | 0 | 0.0 | 104 | 106 | 0 | -3 |
| Cc1ccc(CNC(=O)C2CCCN(c3nn4c(=O)cc(C)nc4s3)C2)cc1 (centres undefined) | 10 | 0 | 8 | 3 | 0.3 | 100 | 99 | 1 | 0 |
| COc1cc(/C=C2/C(=O)N(c3ccc(C(=O)O)cc3)N=C2C)cc(OC)c1O | / | 27 | / | / | 56 | 95 | 102 | 3 | / |
| Cc1nn(Cc2ccccc2)c(C)c1/C=N/NC(=O)CNc1cccc(C(F)(F)F)c1 | -6 | 5 | -6 | 2 | 1.5 | 97 | 95 | 1 | -1 |
| COc1cc(C(=O)Oc2cccnc2)cc(OC)c1OC | 3 | -9 | 1 | 4 | 2.1 | 98 | 96 | 0 | 0 |
| FC(F)(F)c1ccc(C2[C@H]3CN(Cc4ccc(-c5ccccc5)cc4)[C@H](c4ccccc4)C34CC2(c2ccccc2)C4)cc1 (some centres undefined) | -2 | -12 | -11 | 3 | 6.7 | 100 | 88 | 0 | 0 |
| Cn1nnnc1SCC1=C(C(=O)O)N2C(=O)C(NC(=O)C3CC3c3ccccc3)C2SC1 (centres undefined) | 10 | 38 | 18 | 0 | -0.4 | 96 | 94 | 17 | -3 |
| C=CCSc1nc(N)c(C#N)c(-c2ccc(C)cc2)c1C#N | 4 | 4 | -8 | -7 | 1.5 | 98 | 102 | 0 | -3 |
| COc1ccc(NC(=O)CSc2nc(N)c(C(=O)Nc3ccc(N(C)C)cc3)s2)cc1 | 3 | 0 | 5 | -7 | 0.7 | 89 | 92 | 0 | 7 |
| Cc1cc(C)cc(OCC(=O)OCC(=O)N2CCc3ccccc32)c1 | 0 | 0 | -1 | 2 | -1.9 | 106 | 95 | 2 | -1 |
| COc1cc(OC)cc(C(=O)NCC(=O)OCC(=O)C(C)(C)C)c1 | 0 | 9 | -5 | -12 | -2.2 | 17[may fluoresce violet] | ? | 0 | 2 |
| CCN(CC(=O)Nc1ccc(NC(C)=O)cc1)C(=O)Cc1ccc(S(=O)(=O)N2CCOCC2)s1 | 5 | 16 | -11 | 5 | -0.7 | 107 | 95 | 3 | 0 |
| Cc1ccc(S(=O)(=O)NC(=O)NCC2CCN(S(=O)(=O)c3ccccc3)CC2)cc1 | 2 | 7 | -4 | 2 | -1.5 | 88 | 94 | 0 | -3 |
| COc1ccc(S(=O)(=O)N2CCOCC2)cc1C(=O)Nc1nc2ccccc2s1 | 10 | -12 | 7 | 7 | 1.5 | 99 | 99 | 1 | -4 |
| Cc1ccc(C(=O)Nc2ccccc2C(=O)NC(CC(=O)O)C(=O)O)cc1 (centres undefined) | 3 | 20 | 5 | 2 | -2.1 | 73 | 59 | 0 | 2 |
| Cc1n[nH]c(C)c1S(=O)(=O)N(CC(=O)Nc1ccc2c(c1)OCCO2)c1ccc(C(C)C)cc1 | 4 | 17 | 2 | 0 | -5.6 | 105 | 100 | 0 | -1 |
| Cc1cc(C)c(S(=O)(=O)N2CCN=C2c2ccccc2)cc1C | 3 | -6 | 5 | 1 | 3.5 | 106 | 106 | 1 | 2 |
| COc1cccc(C(c2c(C)[nH]n(-c3ccccc3)c2=O)c2c(C)[nH]n(-c3ccccc3)c2=O)c1O | 6 | -19 | 4 | 2 | -1.2 | 101 | 105 | 3 | 4 |
| O=C(Nc1cccc2c1CCCC2)c1ccco1 | 2 | 2 | 6 | 7 | 0.5 | 99 | 105 | 4 | -4 |
| CCOc1cc(N2CCOCC2)c(OCC)cc1NC(=O)c1ccc(-n2ccnc2)c([N+](=O)[O-])c1 | 5 | 6 | 3 | 1 | -8.0 | 95 | 100 | 1 | 3 |
| Cc1cc(C)nc(NS(=O)(=O)c2ccc(NC(=O)CCC(=O)O)cc2)n1 | 4 | -2 | 7 | 1 | -0.2 | 123 | 113 | 0 | 0 |
| Cn1c(Oc2ccccc2NCc2cc(Br)ccc2O)cc(=O)n(C)c1=O | 6 | 24 | 6 | -4 | 2.1 | 109 | 93 | 0 | 2 |
| CCC1CCCCN1C(=O)C(=O)c1cn(CC(=O)N(CC)CC)c2ccccc12 (centres undefined) | 2 | 3 | 6 | 3 | -1.9 | 123 | 181* | 0 | 2 |
| O=C(O)CC/C(=N\Nc1ccc(Cl)cc1)c1cccs1 | 4 | -5 | 8 | 3 | -3.9 | 103 | 102 | 5 | 13 |
| Cc1cc(OCCN2CCC(Cc3ccccc3)CC2)ccc1[N+](=O)[O-] | 1 | 16 | -1 | -4 | -0.2 | 105 | 111 | 0 | 6 |
| CC(C)(C)OC(=O)NN1CC(=O)N2[C@@H](Cc3c([nH]c4ccccc34)C2(C)C)C1=O | 2 | 6 | 2 | 5 | 0.8 | 102 | 104 | 0 | -2 |
| O=C(NCc1ccco1)c1cccs1 | 12 | 15 | 7 | 3 | 0.2 | 102 | 104 | 4 | 2 |
| O=C(NCCc1ccc(Cl)cc1)c1cccnc1 | 8 | 1 | 14 | -2 | 1.2 | 103 | 107 | 0 | -4 |
| CC(=O)c1ccc(NC(=O)C(C)N2CCN(C/C=C/c3ccccc3)CC2)cc1 (centres undefined) | -1 | 14 | -8 | -5 | -0.5 | 99 | 100 | 5 | -18 |
| Cc1nn(CC(=O)Nc2ccc3c(c2)nc(CN2CCCC2)n3C)c(=O)c2ccccc12 | 0 | 14 | 8 | 0 | 4.9 | 105 | 101 | 0 | -3 |
| CCCc1cc(C(=O)N(C2CCCCC2)C2CCCCC2)no1 | 1 | 28 | 0 | -2 | 0.0 | 107 | 111 | 0 | 6 |
| O=C(CSC1CC(=O)N(CC(c2ccccc2)c2ccccc2)C1=O)Nc1ccc(Cl)cc1 (centres undefined) | 2 | -8 | 3 | 13 | 2.1 | / | 97 | 0 | -42 |
| COC(=O)C1CCCN1C(=O)C12CC3CC(CC(C3)C1)C2 (centres undefined) | 9 | 0 | 13 | 5 | 2.1 | 97 | 103 | 3 | 6 |
| CCOC(=O)c1[nH]c2ccc(C)cc2c1N=C(C)N(C)C | -2 | 23 | 3 | -4 | 0.6 | 89 | 84 | 0 | 10 |
| N#Cc1c(N)n(CCNC(=O)c2ccccc2)c2nc3ccccc3nc12 | 0 | -17 | -25 | -16 | 0.2 | 97 | 103 | 0 | -5 |
| CC(C)CN1CCN=C1N(C)C | 4 | 26 | 7 | -2 | / | 103 | 99 | 1 | -3 |
| FC(F)(F)C(Oc1nc(NC2CCCCC2)nc(N2CCOCC2)n1)C(F)(F)F | 3 | 12 | 4 | 3 | -1.2 | 92 | 95 | 0 | 3 |
| CC(C)(C)C(=O)Nc1nnc(SCC(=O)Nc2ccc3c(c2)OCO3)s1 | 3 | 8 | 1 | 5 | -0.6 | 100 | 106 | 0 | 6 |
| O=C(Cn1nc(-c2ccco2)ccc1=O)Nc1cc(Cl)ccc1Cl | -4 | 6 | -6 | -2 | 1.7 | 93 | 87 | 0 | -8 |
| O=C1C2C3C=CC(C3)C2C(=O)N1Cc1ccccc1 (centres undefined) | -1 | 2 | 4 | 9 | -1.2 | 109 | 106 | 1 | 1 |
| CC(C)CNC(=O)CN1C(=O)NC2(CCCc3ccccc32)C1=O (centres undefined) | 1 | -2 | 6 | 6 | -1.2 | 103 | 91 | 1 | 4 |
| CCOC(=O)c1c(C)[nH]c(C(=O)CN2CCOCC2)c1C | 0 | 7 | -6 | 9 | -9.5 | 98 | 101 | 0 | 4 |
| O=C(CSCc1ccc(Br)cc1)Nc1ccc(S(=O)(=O)N2CCCCCC2)cc1 | 0 | 10 | 2 | 2 | -1.9 | 105 | 103 | 1 | -7 |
| COc1ccc(CC(=O)Nc2cccc(-c3nnc(-c4ccc(C)cc4)o3)c2)cc1OC | 5 | -2 | 5 | -1 | 1.5 | 107 | 108 | 4 | -8 |
| Cc1cc(NC(=O)c2cc(CC(C)C)on2)n(-c2ccccc2)n1 | 7 | -20 | -2 | 5 | -2.4 | 99 | 135 | 2 | -2 |
| Cc1cc(C)nc(SCc2ccc(C(=O)N/N=C/c3ccccc3C(=O)O)cc2)n1 | -4 | 11 | -4 | -10 | 0.2 | 27 | 91 | 0 | 0 |

Assay outcomes deposited in PubChem by several laboratories.
